# Screening results deposited in PubChem by PCMD.
# Yeast tox = Inhibitors of S. cerevisiae growth, toxicity; 30,000 compounds, 0.3% hits; S. cerevisiae wild-type growth, A595 turbidity, 16 h; AID 685; growth inhibition, % at 25 µM (by protocol);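 active means mutant and wild-type yeast strains alike exhibit over 30% growth inhibition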;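 further: 0% = untreated cell controls and 100% = YPD media blanks without cells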
#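 System: S. cerevisiae wild-type or eIF2Bepsilon-R284H mutant strain; times: 16 h growth with compound, 30 °C; signal: absorbance at 595 nm (turbidity); measure: growth inhibition (%) versus cell controls and blanks; compound: 25 µM single dose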
# eIF2B yeast act = eIF2B (yeast) activity modulation; AID 688; S. cerevisiae eIF2B-epsilon R284H, GCN4-lacZ luminescence; 27,000 compounds, 0.91% hits; inhibition, % at 25 µM (by protocol);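 active means mutant luminescence inhibited past about 50% while wild type luminescence and mutant growth stay under set limits, limit read from the data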; further: some compounds called inactive have numbers as strong as hits
#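 System: Yeast eIF2B-epsilon R284H mutant carrying GCN4–beta-galactosidase fusion | Read-out basis: Percent inhibition, luminescence and growth | Compound: 25 µM single dose | Times: 16 h at 30 °C exposure | Measured by: Luminescence and A595 | Buffer or medium: YPD medium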
# Yeast tox inhibition % = further read-out of Yeast tox, marked with its call; growth inhibition, %; S. cerevisiae eIF2Bepsilon-R284H mutant growth, A595 turbidity, 16 h;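 each compound tested once at 25 µM; 0% equals untreated cells and 100% equals cell-free medium blanks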
# eIF2B yeast act mutant toxicity = recorded beside eIF2B yeast act, whose call it bears; growth inhibition, %; measured here: mutant yeast growth, toxicity;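 each compound tested once at 25 µM; zero equals untreated control growth and 100 equals blank medium absorbance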
# Starred values were filed as active, the others as inactive; . = no result given.
# Abbreviations: A = Yeast tox; B = Yeast tox inhibition %; C = eIF2B yeast act; D = eIF2B yeast act mutant toxicity
CCN(CC)CCn1c2ccccc2c2cnc(N)c(C#N)c21
  A: 1	B: 12	C: -13	D: 12

Cc1ccc2nc(SCC(=O)Nc3c(C)n(C)n(-c4ccccc4)c3=O)[nH]c2c1
  A: 6	B: 16	C: -8	D: 16

O=C(NCCC1=CCCCC1)C1CCN(S(=O)(=O)N2CCOCC2)CC1
  A: -4	B: 10	C: 12	D: 10

COc1ccccc1NC(=O)C1CCCCC1
  A: 8	B: 6	C: .	D: .

Cn1c(N2CCCC2)nc2c1c(=O)n(Cc1ccc(F)cc1)c(=O)n2C
  A: -17	B: -36	C: 34	D: -36

CC1(C)Cc2nc(N)c(C(=O)NCCO)cc2CO1
  A: -1	B: 0	C: -12	D: .

O=C(CN1CCN(Cc2ccc(F)cc2Cl)C1=O)NCCc1ccc(Cl)cc1
  A: 10	B: -3	C: .	D: .

COc1ccc(NC(=O)Cn2nnc(-c3ccccc3NC(=O)C3CC3)n2)cc1
  A: 7	B: 4	C: 20	D: 4

COc1ccc(NC(=O)CN(Cc2ccccc2)S(C)(=O)=O)cc1
  A: 16	B: 12	C: 23	D: 12

COc1ccc(OC)c(C2=Nn3c(nnc3-c3cc(OC)c(OC)c(OC)c3)SC2)c1
  A: -16	B: -25	C: 35	D: -25

Cn1c(=O)c2c(ncn2Cc2ccccc2)n(C)c1=O
  A: 2	B: 3	C: 19	D: 3

C=CCn1c(Cc2cccs2)nnc1SCC(=O)c1ccc(F)cc1
  A: 11	B: -11	C: 1	D: -11

C=CCSc1nnnn1-c1ccc(OC)cc1
  A: 20	B: 18	C: .	D: .

O=C(Nc1ccc(N2CCCCC2)c(C(=O)O)c1)c1ccco1
  A: 9	B: -12	C: -28	D: -12

Clc1ccccc1CSC1=NCCCN1
  A: 17	B: 11	C: .	D: .

CCN=C1SC(C(N)=O)CC(=O)N1CC (stereo not drawn)
  A: -5	B: -4	C: .	D: .

C=CCNc1nnc(SCC(=O)N2CCCCC2)c2ccccc12
  A: 7	B: -15	C: -21	D: -15

O=c1cc(NC2CCCCC2)c2ccccc2o1
  A: 8	B: -19	C: -23	D: -19

CCOC(=O)CSc1nnc(-c2cccc(Br)c2)o1
  A: 23	B: -23	C: 27	D: -23

O=C(Cn1cccc1C(=O)c1ccccc1)NCc1ccccc1
  A: 11	B: 4	C: .	D: .

O=C(CN1C(=O)c2ccccc2S1(=O)=O)NC1CCCC1
  A: 13	B: 3	C: 7	D: 3

CN1CCc2nc(SCCOc3ccccc3)c(C#N)cc2C1
  A: 16	B: 10	C: 70*	D: .

CC(=O)c1cc(C#N)c(SCC(=O)O)nc1C
  A: -13	B: -5	C: -13	D: -5

CCCCOc1ccc(-c2nnc(-c3ccncc3)o2)cc1
  A: 15	B: 16	C: 23	D: 16

Cn1c(SCC(=O)NC(=O)NCc2ccco2)nnc1C(F)(F)F
  A: 15	B: 0	C: 12	D: .

O=C(C1CCCN1S(=O)(=O)c1ccc(Cl)c(Cl)c1)N1CCCCC1 (stereo not drawn)
  A: 6	B: -3	C: 15	D: -3

CS(=O)(=O)N(CC(=O)NCCSCc1cccc(Cl)c1)c1ccc2c(c1)OCO2
  A: -13	B: 3	C: 41	D: 3

COC(=O)CCC(=O)Nc1ccccc1C(N)=O
  A: 12	B: 20	C: 16	D: 20

c1ccc2c(c1)[nH]c1c(N3CCCC3)ncnc12
  A: 12	B: 17	C: 18	D: 17

CC1CCN(CCCNC(=O)c2ccc(CSCc3cccc(Cl)c3)o2)CC1
  A: 6	B: 8	C: 19	D: 8

CSc1nnc(-c2ccccc2)o1
  A: 4	B: -20	C: 2	D: -20

Cn1c(CN2CCCCC2)nc2cc(NC(=O)c3ccccc3Cl)ccc21
  A: -8	B: -8	C: -39	D: -8

COc1ccccc1N1CCN(C(=O)c2cc(-c3ccc4c(c3)OCO4)on2)CC1
  A: -45	B: -41	C: 25	D: -41

Nc1nc2nc(-c3ccc(Cl)cc3)cc(C(F)(F)F)n2n1
  A: 7	B: 2	C: .	D: .

CC(C)C(=O)Nc1cccc(S(=O)(=O)c2cccc(NC(=O)C(C)C)c2)c1
  A: 6	B: -11	C: 47	D: -11

CC(=O)c1cccc(NC(=O)c2ccc(N(Cc3ccccc3)S(C)(=O)=O)cc2)c1
  A: 4	B: 3	C: 17	D: 3

Cc1ccc(-c2noc(CN(C(=O)C34CC5CC(CC(C5)C3)C4)C(C)C)n2)cc1
  A: -32	B: -32	C: -16	D: -32

Cc1nc2c3ccccc3n(CCN3CCCCC3)c2s1
  A: 27	B: 0	C: 0	D: .

CCc1nnc(SCC(=O)Nc2ccccc2)nc1CC
  A: 12	B: 0	C: 37	D: .

COc1ccccc1-c1c(C)c(C)nc(N)c1C#N
  A: .	B: .	C: 27	D: .

CC1(c2ccccc2)NC(=S)N2C1NC(=S)N2c1ccccc1 (stereo not drawn)
  A: 25	B: 12	C: 8	D: 12

Cc1cc[n+](CC(=O)c2cccs2)cc1
  A: 1	B: 13	C: .	D: .

Cc1ccc(S(=O)(=O)N2CCN(C(=O)c3cc4c(C)nn(-c5ccccc5)c4s3)CC2)cc1
  A: -1	B: 8	C: 17	D: 8

Cc1nc2sc(C(c3ccccc3)N3CCOCC3)c(O)n2n1 (stereo not drawn)
  A: 3	B: 14	C: 10	D: 14

CC1CN(C(=O)c2scc3c2OCCO3)CC(C)O1 (stereo not drawn)
  A: 7	B: -6	C: -7	D: -6

CCN1CC2=C(OC(N)=C(C#N)C2c2cccs2)/C(=C/c2cccs2)C1 (stereo not drawn)
  A: -9	B: -27	C: -20	D: -27

COc1cccc2c(=O)c3c(cnn3C)n(C)c12
  A: -26	B: -7	C: 15	D: -7

O=c1[nH]c2ccccc2nc1N1CCOCC1
  A: -4	B: 10	C: -2	D: 10

COc1cc(NC(=O)c2ccccc2Cl)c(OC)cc1NC(=O)CN1CCOCC1
  A: -3	B: 5	C: 8	D: 5

CC(=O)Nc1ccc(NC(=O)CCCCCN2C(=O)c3ccccc3C2=O)cc1
  A: -2	B: -5	C: 23	D: -5

CCOc1ccc(OCCOc2ncnc3ccccc23)cc1
  A: -3	B: 5	C: -21	D: 5

COC(=O)C1=C(C)Nc2c(c(=O)n(C)c(=O)n2C)C1c1cccnc1 (stereo not drawn)
  A: .	B: .	C: -31	D: .

Cc1ccc(-c2noc(CCC(=O)NCC3CCN(Cc4cccc(C)c4)CC3)n2)cc1
  A: 1	B: 5	C: 13	D: 5

CCSc1nnc(NC(=O)c2cc(C)nc3ccccc23)s1
  A: 6	B: -12	C: 13	D: -12

COc1ccccc1C(=O)Nc1nc2nc(-c3ccccc3)cc(=O)n2[nH]1
  A: 13	B: -5	C: -16	D: -5

Cc1nc(SCC(=O)N2CCN(c3ccccc3)CC2)c2oc3ccccc3c2n1
  A: -5	B: 0	C: 21	D: .

COc1ccc(S(=O)(=O)Nc2ccc(S(=O)(=O)N3CCCC3)cc2)cc1
  A: -6	B: 0	C: 18	D: .

CCN(CC)C(=O)C1CCCN(Cc2ccc(OC)c(C)c2C)C1 (stereo not drawn)
  A: .	B: .	C: -20	D: .

CCOC(=O)CC(=O)CSc1nc(C)cc(C)c1C#N
  A: -5	B: -27	C: 34	D: -27

O=C(Nc1ccc2nc(-c3ccc(Br)o3)[nH]c2c1)c1cccs1
  A: 14	B: 25	C: 20	D: 25

# Next section, starting with the last four of the part before.
# Abbreviations: A = Yeast tox; B = Yeast tox inhibition %; C = eIF2B yeast act; D = eIF2B yeast act mutant toxicity
COc1ccc(S(=O)(=O)Nc2ccc(S(=O)(=O)N3CCCC3)cc2)cc1
  A: -6	B: 0	C: 18	D: .

CCN(CC)C(=O)C1CCCN(Cc2ccc(OC)c(C)c2C)C1 (stereo not drawn)
  A: .	B: .	C: -20	D: .

CCOC(=O)CC(=O)CSc1nc(C)cc(C)c1C#N
  A: -5	B: -27	C: 34	D: -27

O=C(Nc1ccc2nc(-c3ccc(Br)o3)[nH]c2c1)c1cccs1
  A: 14	B: 25	C: 20	D: 25

CCSc1nnc2nc(C)cc(C)n12
  A: 15	B: 8	C: 5	D: 8

O=C1CN=C(Nc2ccccc2Cl)N1c1ccccc1
  A: 14	B: 5	C: -6	D: 5

CCC(=O)N(Cc1ccc(C)cc1)Cc1cc2cc3c(cc2[nH]c1=O)OCO3
  A: -21	B: 0	C: .	D: .

CCCCN1CCCCC1C(=O)Nc1c(C)cc(C)cc1C (stereo not drawn)
  A: 9	B: 19	C: 24	D: 19

COc1cc(NC(=O)Cc2nn(C)c(=O)c3ccccc23)cc(OC)c1OC
  A: 4	B: -5	C: 3	D: -5

c1ccc(CC2CCN(c3nc4ccccc4n4cnnc34)CC2)cc1
  A: 6	B: 10	C: -2	D: 10

COC(=O)C1=C(C)NC(C)=C(C(=O)OC)C1c1cc2ccc(C)cc2[nH]c1=O
  A: .	B: .	C: 30	D: .

S=c1[nH]nc(-c2ccccc2Cl)n1CC1CCCO1 (stereo not drawn)
  A: 3	B: 7	C: 29	D: 7

CCOC(=O)N1CCN(C(=O)CN(C2CCCCC2)S(=O)(=O)c2ccc(Cl)cc2)CC1
  A: 6	B: 19	C: .	D: .

CCOC(=O)c1ccc(NC(=O)CSc2nc3cccnc3n2C)cc1
  A: -7	B: -17	C: -33	D: -17

CCSc1nnc2n(-c3ccc(OC)cc3)c(=O)c3c4c(sc3n12)CCCC4
  A: -2	B: -3	C: 7	D: -3

COc1ccc(-c2cn(-c3ccc(C)cc3)c(=O)n2CC(=O)Nc2ccc(OC)c(OC)c2)cc1
  A: 4	B: 5	C: 14	D: 5

Cc1nn(C(C)(C)C)c(OC(=O)c2ccc(Br)o2)c1Sc1ccccc1
  A: -6	B: 4	C: .	D: .

COc1nnc(-c2ccc(N3CCOCC3)c(NC(=O)c3ccco3)c2)c2ccccc12
  A: 5	B: 7	C: 23	D: 7

O=C(NC(Cc1ccc(F)cc1)C(=O)O)c1ccccc1 (stereo not drawn)
  A: -5	B: 3	C: .	D: .

CC(C)OC(=O)CC(=O)CSc1nc2c(cc1C#N)CCCCCC2
  A: 23	B: 3	C: .	D: .

Cc1ccc(C(=O)Nc2cnc3ccccc3c2)cc1
  A: -5	B: 8	C: 37	D: 8

O=C(NCc1cccnc1)c1ccc(S(=O)(=O)N2CCCCC2)cc1
  A: 10	B: 8	C: .	D: .

COC(=O)C1=C(C)NC(=O)/C1=C\c1cc(C)n(-c2cccc(C)c2)c1C
  A: -13	B: 5	C: .	D: .

Nn1c(Cc2ccccc2F)nnc1SCn1nnc2ccccc2c1=O
  A: -3	B: 7	C: 26	D: 7

Cc1cc(C)nc(SCCN2CCOCC2)n1
  A: 16	B: 6	C: .	D: .

O=[N+]([O-])c1cccnc1N1CCC(c2cc(-c3ccc(Cl)cc3)n[nH]2)CC1
  A: 22	B: 9	C: 9	D: 9

O=C(CSc1nnc(-c2ccco2)o1)N1c2ccccc2CCc2ccccc21
  A: -6	B: 15	C: 33	D: 15

Nc1c(C(=O)NC2CCCCC2)nsc1C(=O)OCC(=O)NC1CCCCC1
  A: -27	B: -18	C: .	D: .

CCOC(=O)CC(=O)CSc1nc2c(cc1C#N)CCCCCC2
  A: 13	B: -28	C: -3	D: -28

CC(C)(C)NCC(O)COCc1ccc(Cl)cc1 (stereo not drawn)
  A: -3	B: 12	C: 22	D: 12

O=C(CCn1nc(-c2ccc(Cl)cc2)c2ccccc2c1=O)NCC1CCCO1 (stereo not drawn)
  A: 23	B: 24	C: 11	D: 24

CCOC(=O)c1c(N)sc(C(=O)N2CCCCC2)c1C
  A: .	B: .	C: 8	D: .

COCCN(Cc1cc2cccc(C)c2n2nnnc12)C(=O)C(F)(F)F
  A: 38	B: 11	C: -13	D: 11

CC(C)CCNC(=O)C1CCCCN1S(=O)(=O)c1ccc(F)cc1 (stereo not drawn)
  A: 18	B: 10	C: 15	D: 10

Nc1nc(CSCCO)nc(Nc2ccc(F)cc2)n1
  A: 7	B: 0	C: 5	D: .

COC(=O)c1c(NC(=O)CSc2nc(-c3ccco3)cc(C(F)(F)F)n2)sc2c1CCCC2
  A: 7	B: 8	C: 19	D: 8

CCOC(=O)C1CCN(C(=O)NC23CC4CC(CC(C4)C2)C3)CC1
  A: -17	B: -9	C: -12	D: -9

CCOC(=O)CSc1nnc(SCCN2C(=O)c3ccccc3C2=O)s1
  A: 12	B: 18	C: 20	D: 18

Cc1ccc(N2C(=O)c3n[nH]c(C)c3C2c2cccnc2)cc1 (stereo not drawn)
  A: -18	B: -14	C: 23	D: -14

Cc1ccc(C(=O)O/N=C(\N)c2ccc(Br)cc2)cc1
  A: 12	B: 31	C: .	D: .

O=C(CCCOc1ccc(Cl)cc1Cl)n1nnc2ccccc21
  A: 8	B: -17	C: 5	D: -17

OCCNCCOc1ccccc1-c1ccccc1
  A: 44	B: 23	C: 20	D: 23

# Compound profiles, from the list above:
# `CC1CCN(CCCNC(=O)c2ccc(CSCc3cccc(Cl)c3)o2)CC1` is listed as Yeast tox: 6; Yeast tox inhibition %: 8; eIF2B yeast act: 19; eIF2B yeast act mutant toxicity: 8
# `CC(=O)Nc1ccc(NC(=O)CCCCCN2C(=O)c3ccccc3C2=O)cc1` is listed as Yeast tox: -2; Yeast tox inhibition %: -5; eIF2B yeast act: 23; eIF2B yeast act mutant toxicity: -5

# A portion of the library. The share of hits here may be higher or lower than overall.
